Bioassay records as filed in PubChem.
WRN inhibitor: qHTS for Inhibitors of WRN Helicase | Bifunctional 3'-5' exonuclease/ATP-dependent helicase WRN (Homo sapiens), Q14191 | actives 0.46% (n = 360,000) | Potency, µM (titrated, usually from 114 µM), inactives show top-dose activity change, negative = inhibition, most hits filed as inhibitors | WRN helicase unwinding, fluorescent forked duplex, kinetic; also: potency is read from the fitted curve at half-maximal effect; % is scaled to controls: 0 for no effect and ±100 for the full control effect; nearly all actives have a fitted effect of over 55% in size
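Primary qHTS, 1536-well format. 20 nM WRN + compound, 15 min RT; start with 100 nM forked fluorophore/quencher duplex, 2 mM ATP (final); kinetic read ex 525/em 598 nm.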
Abeta yeast res: qHTS for compounds that reverse cellular toxicity of Amyloid beta (A-beta) peptide in yeast: Primary Screen. yeast expressing A-beta42, growth rescue, OD600, 48 h; response scale: 0% DMSO, 100% iron-clioquinol control. Potency, µM (titrated, usually from 46.1 µM), for inactives: at the top dose growth rescue, actives largely listed as activators. actives 0.063% (n = 410,000); also: potency is read from the fitted curve at half-maximal effect; nearly all actives have a fitted effect of over 55% in size
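Yeast growth medium received pinned compounds, then yeast cells expressing toxic A-beta were added; plates incubated at 30 C for 48 hr. Growth read as absorbance at 600 nm, normalized to DMSO and equimolar FeCl3 plus clioquinol controls.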
EPAC1 antag: qHTS for Antagonist of cAMP-regulated guanine nucleotide exchange factor 3 (EPAC1): primary screen. AID 720709, 2013. Potency, µM (series often up to 115 µM), for the others: top-dose activity change, negative = inhibition, usual class: inhibitors. Rap guanine nucleotide exchange factor 3 (Homo sapiens), O95398. EPAC1 GEF assay, Rap1b-BODIPY-GDP exchange fluorescence. actives 0.14% (n = 360,000);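 also: potency is read from the fitted curve at half-maximal effect; plate controls were vehicle for no effect and positive control for full effect; nearly all actives have a fitted effect of over 50% in size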
EPAC1 ag: qHTS for Agonist of cAMP-regulated guanine nucleotide exchange factor 3 (EPAC1): primary screen. Rap guanine nucleotide exchange factor 3 (Homo sapiens), O95398. EPAC1 agonist qHTS, biochemical assay; response scale: 100% = response to 6.5 mM cAMP. Potency, µM (titrated, usually from 154 µM), without a hit: top-dose activation, most hits filed as activators. actives 0.073% (n = 360,000). AID 720707, 2013; also: potency is read from the fitted curve at half-maximal effect; nearly all actives have a fitted effect of over 60% in size
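Nucleotide exchange by EPAC1 (100 nM) on Rap1B–BODIPY-GDP (250 nM) in the presence of 50 uM GDP is tracked fluorescently at 480/540 nm over 30 min. Signals are normalized to a 6.5 mM cAMP control.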
PLK1 PBD inh: qHTS for Inhibitors of PLK1-PDB (polo-like kinase 1 - polo-box domain): Primary Screen. Serine/threonine-protein kinase PLK1 (Homo sapiens), P53350. Plk1 PBD binding of FITC phosphopeptide, fluorescence polarization. Potency, µM, for the others: max response, negative = inhibition, usual class: inhibitors. actives 2.8% (n = 360,000); also: potency is read from the fitted curve at half-maximal effect; series mostly up to about 57 µM; % is scaled to controls: 0 for no effect and ±100 for the full control effect; nearly all actives have a fitted effect of over 65% in size
Target sequence (P53350 whole entry, looked up, the tested form may be a part): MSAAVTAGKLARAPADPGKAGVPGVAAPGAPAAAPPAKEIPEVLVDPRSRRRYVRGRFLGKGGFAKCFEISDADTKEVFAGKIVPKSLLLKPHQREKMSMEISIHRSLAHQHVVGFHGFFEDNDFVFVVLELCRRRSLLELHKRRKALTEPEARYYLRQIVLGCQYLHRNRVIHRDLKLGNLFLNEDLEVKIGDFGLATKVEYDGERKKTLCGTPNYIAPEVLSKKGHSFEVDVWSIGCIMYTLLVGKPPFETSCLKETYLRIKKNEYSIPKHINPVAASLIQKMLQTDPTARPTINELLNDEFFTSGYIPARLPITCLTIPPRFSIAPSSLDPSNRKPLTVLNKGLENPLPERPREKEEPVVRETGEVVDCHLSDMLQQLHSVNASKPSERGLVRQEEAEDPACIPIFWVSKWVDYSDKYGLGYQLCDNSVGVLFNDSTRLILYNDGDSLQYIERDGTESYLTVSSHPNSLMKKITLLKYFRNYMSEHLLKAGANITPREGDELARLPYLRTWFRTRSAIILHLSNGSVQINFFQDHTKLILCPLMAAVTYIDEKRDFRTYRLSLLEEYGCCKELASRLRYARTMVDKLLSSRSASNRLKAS
IL2 activator: qHTS of IL-2 Activators | IL-2 activation reporter assay, cell-based qHTS; stimulated with anti-CD3/CD4/CD28 beads; in transgenic mouse T cells | activation, % (series mostly up to about 46 µM) | actives 0.065% (n = 360,000) | AID 652025, 2013; in the data active = activation above about 50%; inconclusive = mostly about 30% to 49%; also: 0% is about no effect
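Unstimulated transgenic mouse T cells; 60-min compound exposure; bead-based TCR/CD4/CD28 stimulation; 18 h culture, 37 degrees C; dual fluorescence (EGFP, DsRed) plate cytometry.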
FUS yeast rescue: qHTS for Suppressors of FUS Proteinopathy: Primary screen using FUS-linked yeast assay. S. cerevisiae FUS-expressing, growth rescue, OD600, 24 h. Potency, µM (titrated, usually from 76.6 µM), inactives show top-dose growth rescue (activation), actives largely listed as activators. actives 0.24% (n = 390,000);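 also: potency is read from the fitted curve at half-maximal effect; plate controls were DMSO vehicle for no effect and reference control for full effect; nearly all actives have a fitted effect of over 55% in size; some results filed as inactive show a strong effect at the top dose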
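Absorbance at 600 nm, taken 24hr after compound addition, measured rescue of FUS-yeast growth at 30C. Induction used 2% galactose with seeding at OD 0.005. Controls: CP55940 from 92uM final, DMSO only.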
PI5P4Ka inh: qHTS for Inhibitors of phosphatidylinositol 5-phosphate 4-kinase (PI5P4K) | Phosphatidylinositol 5-phosphate 4-kinase type-2 alpha (Homo sapiens), P48426 | PI5P4Kalpha enzyme, ADP-Glo luminescence, 60 min; active compounds read low | max response, % | actives 1.2% (n = 330,000) | AID 652105, 2013; active = max response of -50% or lower; inconclusive = between -30% and -50%; inactive = -30% or higher; also: value at the top dose of about 77 µM; % is scaled to controls: 0 for no effect and ±100 for the full control effect
Target sequence (P48426 whole entry, looked up): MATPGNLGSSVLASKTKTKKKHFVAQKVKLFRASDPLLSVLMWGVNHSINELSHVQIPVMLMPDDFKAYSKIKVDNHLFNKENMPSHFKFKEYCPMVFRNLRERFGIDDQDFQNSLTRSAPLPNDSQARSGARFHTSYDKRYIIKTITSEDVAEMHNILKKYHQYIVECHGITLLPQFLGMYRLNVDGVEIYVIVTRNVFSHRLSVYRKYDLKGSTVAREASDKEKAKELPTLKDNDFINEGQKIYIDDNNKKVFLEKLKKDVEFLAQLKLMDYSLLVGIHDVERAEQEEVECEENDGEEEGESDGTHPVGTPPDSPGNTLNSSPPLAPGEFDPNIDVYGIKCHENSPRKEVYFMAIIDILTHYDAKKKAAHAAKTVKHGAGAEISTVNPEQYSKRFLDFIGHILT
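ADP-Glo luminescence end-point after a 60 min room-temperature kinase reaction. PI5P4Kalpha and substrate in HEPES pH 7.4 buffer with EGTA, 0.1% CHAPS and 5% DMSO; ATP at 5 microM final.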
aSyn yeast inh: qHTS of alpha-syn Inhibitors; actives 0.14% (n = 370,000); Potency, µM (top dose mostly 46.1 µM), inactives show at the highest dose growth rescue (activation), usual class: activators; Yeast expressing alpha-synuclein, growth rescue, BacTiter-Glo, 24 h; also: potency is read from the fitted curve at half-maximal effect; % of control where 0% means no effect; nearly all actives have a fitted effect of over 65% in size
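Screening used galactose-induced yeast with toxic alpha-synuclein levels, exposed to compound for 24 hr at 30 deg C. Cell growth, read with BacTiter-Glo luminescence, gave the measured signal.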
* = called active by the depositor; ? = inconclusive; / = no result given; [ ] = another dose, or the depositor's remark. Unless noted, calls follow the shape of the dose curve; as a rule, active = well fitted curve in the direction sought with a large enough effect; inconclusive = small, poorly fitted or top-dose-only effect, or another doubt; inactive = no such curve, though single readings can be large; an effect the other way counts as inactive or inconclusive.

SMILES | WRN inhibitor | Abeta yeast res | EPAC1 antag | EPAC1 ag | PLK1 PBD inh | IL2 activator | FUS yeast rescue | PI5P4Ka inh | aSyn yeast inh
CNC(=S)N1CCN(C(=O)C2CCCO2)CC1 (configuration not stated) | 2% | 3% | 10% | -1% | 1% | 3.0 | / | 6 | -2%
O=C(COC(=O)c1cncc(Br)c1)NCc1ccc2c(c1)OCO2 | -5% | -1% | -8% | -2% | -6% | -2.1 | 25% | -1 | -11%
CCN1CCCC1CNC(=O)c1ccc2c(c1)NC(=O)/C(=C\c1ccc(OC)c(OC)c1)S2 (configuration not stated) | ? | / | -6% | -6% | -14% | -0.5 | 36% | -1 | -6%
CCOc1ccc(OCC)c(NC(=O)CN2CCN(c3cc(C)ccc3C)CC2)c1 | -6% | -51%[inhibitor] | -3% | 9% | -4% | 2.0 | 29% | / | -42%[inhibitor]
C/C(=N\NC(N)=O)c1ccc(Cl)s1 | 1% | 2% | -6% | 5% | 7% | -4.3 | -3% | 6 | 5%
COc1ccccc1NC(=O)N1CCCC1C(=O)Nc1nnc(C(C)C)s1 (configuration not stated) | 8% | 16% | 1% | 6% | -3% | -2.3 | 25% | / | 0%
CN(C)C(=O)CCN1CCOCC1 | -15%[57.1 µM] | -4% | -2% | -7% | 24µM* | -1.8 | 4% | -2 | -10%
CCOC(=O)C1=C(C)NC2=C(C(=O)C(C(=O)OC)C(C)C2)C1c1ccc(OC)c(O)c1 (configuration not stated) | 2% | 25% | 4% | 0% | 1% | -0.2 | 11% | 6 | -1%
C[C@@H](NC(=O)C1(c2ccccc2)CCN(C(=O)OC(C)(C)C)CC1)C(=O)N[C@@H](C(=O)O)c1ccccc1 | -4% | -18% | 56µM* | -23% | -6% | -0.2 | 4% | -2 | 2%
Cc1ccc(Nc2nc(N)c([N+](=O)[O-])c(N3CCC(C)CC3)n2)cc1C | -2% | 1% | 2% | 21% | -3% | 0.2 | / | 7 | 14%
Cc1ccc(S(=O)(=O)N(C)CC(=O)NNC(=O)Cc2ccccc2F)cc1 | 8% | 3% | 9% | -2% | -1% | 1.4 | -14% | -3 | -1%
COc1ccccc1NC=C1C(=O)OC(C)(C)OC1=O | -1% | -9% | 0% | 2% | -11% | -2.6 | 11% | -2 | 3%
CCOC(=O)c1c(NC(=O)CN2CCOCC2)sc2c1CCCC2=O | 1% | -20% | 19% | -2% | 0% | -1.8 | 5% | -1 | 0%
CCN1C(C#N)=C(C#N)N=C(C)CC1(C)C | 4% | 17% | 2% | -1% | -7% | -1.5 | -6% | -1 | 11%
CC1CCc2nn(CC(=O)NCCC3=CCCCC3)cc2C1 (configuration not stated) | -5% | ? | -2% | -7% | ? | -1.1 | 1% | -4 | -2%
CCN(CC(=O)NCCc1ccc(F)cc1)Cc1nc2ccccc2c(=O)[nH]1 | 3% | 3% | -17% | 5% | -10% | -0.4 | -11% | 5 | -1%
CCCOc1ccc(F)cc1-c1cc(C(=O)Nc2ccccc2)[nH]n1 | -8% | -14% | -26% | 1% | -2% | -0.5 | 29% | 1 | 1%
CCOc1cccc(C2C(C#N)=C(N)Oc3cc(C)oc(=O)c32)c1OCC (configuration not stated) | 3% | -4% | 4% | -6% | -2% | -0.1 | 12% | -10 | 3%
CNC(=O)N(O)C1N(/N=C/c2c(F)cccc2Cl)C(=S)SC1(C)C (configuration not stated) | 2% | 5% | 4% | 2% | -2% | 1.6 | -27% | -3 | 1%
C[C@@H]1CN([C@H](C)CO)C(=O)CCCn2cc(nn2)CO[C@H]1CN(C)C(=O)Nc1ccc(C(F)(F)F)cc1 | -4% | -8% | -3% | -10% | -10% | -1.6 | 10% | 1 | -1%
O=C(CCn1nc(-c2ccccc2)c2ccccc2c1=O)Nc1cccnc1 | -2% | -7% | 1% | 5% | 5% | -2.0 | -8% | 1 | -4%
CC(=O)N(Cc1cccs1)C1CCOC(C)(C)C1 (configuration not stated) | -6% | 10% | -15% | 3% | -1% | -0.5 | -17% | 2 | 0%
CCC(Oc1ccccc1)C(=O)Nc1ccccc1N1CCCCC1 (configuration not stated) | 4% | 2% | 3% | -3% | 1% | -4.6 | 26% | 7 | 10%
COc1ccc(-n2nc([N+](=O)[O-])c(=NCCc3ccccc3)n2O)cc1 | 11% | -28% | 3% | -8% | -8% | -2.0 | / | 1 | 8%
Cc1ccc(Nc2nc(NCc3ccccc3)nc3ccsc23)c(C)c1 | -8% | -23% | -18% | -3% | -14% | -0.6 | 13% | ? | -12%
COc1ccc(-c2oc3ccccc3c2C(=O)OCc2ccccc2OC)cc1 | 4% | 0% | -3% | -21% | -5% | 0.4 | -27% | 26 | 14%
CCc1ccccc1NC(=O)COc1ccc2c(=O)c(Oc3cc(C)ccc3C)coc2c1 | -17% | 4% | 9% | 2% | -2% | -0.2 | 17% | 4 | -4%
O=C(Nc1ccn(Cc2c(F)c(F)cc(F)c2F)n1)c1cccc(Cn2cc([N+](=O)[O-])cn2)c1 | -7% | -5% | 4% | 11% | 0% | -0.6 | 19% | / | 4%
O=C(Nc1csnn1)OCc1ccccc1 | -2% | 1% | 2% | 4% | -7% | 0.3 | / | -2 | -3%
Nc1nc(SCC(=O)Nc2ccc(Cl)cn2)n[nH]1 | -7%[57.1 µM] | -14% | -20% | 6% | 30µM* | -0.1 | -6% | 1 | -12%
C/C(Cl)=C/Cn1c(SCC(C)C)nc2c1c(=O)[nH]c(=O)n2C | -5% | 10% | -5% | 2% | -16% | 1.7 | -16% | -7 | 9%
NC(=O)C12CCCC(Br)(CCC1)C2 | 2% | -14% | -18% | 8% | -21% | 0.1 | 5% | 1 | -5%
O=P(O)(c1ccccc1)c1ccccc1O | 1% | -6% | 13% | -5% | -8% | -2.6 | 7% | 0 | -4%
COc1cccc(N(C(=O)CS(=O)CC(=O)Nc2ccc(F)cc2)C(C(=O)NC2CCCCC2)c2cccs2)c1 (configuration not stated) | -11% | 12% | -11% | -19% | 8% | 0.3 | / | -1 | 8%
CCCc1nnc(SCC(=O)N2C(C)CCCC2C)n1CCCOC (configuration not stated) | -7% | 19% | 1% | 10% | -30% | -0.1 | -7% | 0 | -1%
Cc1ccn2c(C(=O)NN=C3CCN(C)CC3)c(C)nc2c1 | 11% | ? | 5% | -11% | -8% | -2.9 | -9% | 10 | -3%

Compound profiles, as listed above. Order of values: WRN inhibitor, Abeta yeast res, EPAC1 antag, EPAC1 ag, PLK1 PBD inh, IL2 activator, FUS yeast rescue, PI5P4Ka inh, aSyn yeast inh
Cc1ccn2c(C(=O)NN=C3CCN(C)CC3)c(C)nc2c1 reads 11%, ?, 5%, -11%, -8%, -2.9, -9%, 10, -3%
COc1cccc(N(C(=O)CS(=O)CC(=O)Nc2ccc(F)cc2)C(C(=O)NC2CCCCC2)c2cccs2)c1 (configuration not stated) reads -11%, 12%, -11%, -19%, 8%, 0.3, /, -1, 8%

Remaining list, next part.
SMILES | WRN inhibitor | Abeta yeast res | EPAC1 antag | EPAC1 ag | PLK1 PBD inh | IL2 activator | FUS yeast rescue | PI5P4Ka inh | aSyn yeast inh
O=C(OCCCCN1C(=O)c2ccccc2C1=O)c1n[nH]c2ccccc12 | -9% | 4% | -22% | 10% | -5% | 0.0 | 54% | -1 | 12%
Cc1ccc(C)c(OCC(=O)N/N=C/c2c(C)nn(-c3ccccc3)c2Cl)c1C | 12% | -7% | -2% | 10% | -6% | 0.6 | / | 10 | 6%
Fc1ccc(Nc2nc(-c3ccncc3)cs2)cc1 | -7% | 0% | 5% | -2% | -6% | -0.5 | 3% | 2 | 0%
O=C(Cn1cc([N+](=O)[O-])cn1)N1CCc2ccccc21 | -4% | 5% | 5% | 5% | -5% | 1.7 | -1% | / | -5%
Cc1ccc(C)c(NC(=S)N(Cc2ccco2)C(C)c2cccs2)c1 (configuration not stated) | 0% | 9% | 4% | 6% | -5% | -0.4 | -27% | -3 | 0%
CCCOC1(NC(=O)c2ccccc2)C(C)=CC(=O)C=C1C | 1% | 20% | 9% | -8% | -24% | -0.3 | 5% | -3 | 2%
Nc1ccccc1SSc1ccccc1N | 14% | -36%[inhibitor] | 6% | 16% | 0.6µM* | -2.7 | -16% | -21 | 6%

Given field by field: entries from further up.
mol: Cc1ccc(C)c(OCC(=O)N/N=C/c2c(C)nn(-c3ccccc3)c2Cl)c1C
  WRN inhibitor: 12%; Abeta yeast res: -7%; EPAC1 antag: -2%; EPAC1 ag: 10%; PLK1 PBD inh: -6%; IL2 activator: 0.6; FUS yeast rescue: /; PI5P4Ka inh: 10; aSyn yeast inh: 6%
mol: Fc1ccc(Nc2nc(-c3ccncc3)cs2)cc1
  WRN inhibitor: -7%; Abeta yeast res: 0%; EPAC1 antag: 5%; EPAC1 ag: -2%; PLK1 PBD inh: -6%; IL2 activator: -0.5; FUS yeast rescue: 3%; PI5P4Ka inh: 2; aSyn yeast inh: 0%
mol: NC(=O)C12CCCC(Br)(CCC1)C2
  WRN inhibitor: 2%; Abeta yeast res: -14%; EPAC1 antag: -18%; EPAC1 ag: 8%; PLK1 PBD inh: -21%; IL2 activator: 0.1; FUS yeast rescue: 5%; PI5P4Ka inh: 1; aSyn yeast inh: -5%
mol: CCOC(=O)C1=C(C)NC2=C(C(=O)C(C(=O)OC)C(C)C2)C1c1ccc(OC)c(O)c1 (configuration not stated)
  WRN inhibitor: 2%; Abeta yeast res: 25%; EPAC1 antag: 4%; EPAC1 ag: 0%; PLK1 PBD inh: 1%; IL2 activator: -0.2; FUS yeast rescue: 11%; PI5P4Ka inh: 6; aSyn yeast inh: -1%

An unsorted share of the library; about 4.1% have a hit in one of these screens.
